# IDE cell activ: boosts human insulin-degrading enzyme activity in HEK cells; P14735; FAbeta-B cleavage, fluorescence polarization; 0% vehicle, 100% cell-free pure enzyme wells; activation, % at 5.96 µM; 0.073% of 340,000 active; AID 493087;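 active = activation above the mean of all tested compounds plus 3 SD, set per screening campaign, cut at about 17% in these data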
# MEKK3 PB1 HTS: modulators (inhibitors or enhancers) of MEK5 binding to human MEKK3 PB1 domain. Q99759. bead-based flow cytometry, Alexa488-MEK5 binding to MEKK3; actives lie on both sides; 0 = blocked by unlabeled MEK5, 100 = vehicle. binding response (% of control), % at 10 µM. 1.4% of 290,000 active. AID 1529;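 active = binding response more than 3 SD above or below the average of its plate-row segment, actives on both sides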;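 note: Alexa488 bead fluorescence after subtracting the streptavidin-only scavenger bead signal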
# FID counter: counter-screen for HCV NS3 helicase inhibitors: DNA intercalator displacement; DNA fluorescent intercalator displacement, fluorescence; inhibition, % at 7.9 µM; 0.17% of 290,000 active; in the data active = inhibition above about 37%;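 note: 0% = vehicle and 100% = reference compound; higher means more ethidium bromide displaced from hairpin DNA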
# IMP-1 inh: inhibitors of Pseudomonas aeruginosa IMP-1 metallo-beta-lactamase; purified IMP-1, nitrocefin hydrolysis, epi-absorbance fluorescence; inhibition, % at 5.6 µM; 0.45% of 290,000 active;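 active = inhibition above the mean plus 3 SD of all compounds in the same screening run, cut at about 4.5% in these data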;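 note: 0% = IMP-1 with DMSO and 100% = DMSO wells lacking enzyme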
#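 Material – recombinant IMP-1 enzyme, purified · Amount – IMP-1 0.2 nM before substrate addition · Medium – HEPES buffer pH 7.1 with ZnSO4 and Brij 35 · Timing – 25 °C, 15 min preincubation, 25 min reaction · Measured by – plate fluorescence quenching by hydrolysis product, ex 480/em 530 nm · Read-out – percent enzyme inhibition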
# PHOSPHO1 inh: inhibitors of human PHOSPHO1 phosphatase | recombinant PHOSPHO1, absorbance phosphatase assay | 1.1% of 290,000 active | AID 1565 | inhibition, % at 13.3 µM | Q8TCT1; in the data active = inhibition above about 60%
# VIM-2 inh: inhibitors of Pseudomonas aeruginosa VIM-2 metallo-beta-lactamase; purified VIM-2, nitrocefin hydrolysis, epi-absorbance fluorescence; inhibition, % at 5.6 µM; 0.89% of 290,000 active;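 active = inhibition above the mean of all tested compounds plus 3 SD, cutoff set per screening run, cut at about 7.5% in these data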;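 note: red hydrolysis product quenches plate fluorescence so inhibitors raise well fluorescence; 0% = enzyme with DMSO and 100% = DMSO without enzyme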
# p-CIP stab down: p/CIP protein destabilization. Q05BA5. F442A p/CIP-EGFP cells, EGFP fluorescence, 16 h. decrease of EGFP signal, % at 10 µM. 0.01% of 290,000 active;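 active = EGFP signal decrease of at least 30% at 10 µM or well 3 SD below plate mean, unless failing retest; inactive = the rest, including hits failing retest or dose response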; note: some compounds called inactive have numbers as strong as hits; many of its hits are not listed in these tables
# Target sequence (Q05BA5 1-1403): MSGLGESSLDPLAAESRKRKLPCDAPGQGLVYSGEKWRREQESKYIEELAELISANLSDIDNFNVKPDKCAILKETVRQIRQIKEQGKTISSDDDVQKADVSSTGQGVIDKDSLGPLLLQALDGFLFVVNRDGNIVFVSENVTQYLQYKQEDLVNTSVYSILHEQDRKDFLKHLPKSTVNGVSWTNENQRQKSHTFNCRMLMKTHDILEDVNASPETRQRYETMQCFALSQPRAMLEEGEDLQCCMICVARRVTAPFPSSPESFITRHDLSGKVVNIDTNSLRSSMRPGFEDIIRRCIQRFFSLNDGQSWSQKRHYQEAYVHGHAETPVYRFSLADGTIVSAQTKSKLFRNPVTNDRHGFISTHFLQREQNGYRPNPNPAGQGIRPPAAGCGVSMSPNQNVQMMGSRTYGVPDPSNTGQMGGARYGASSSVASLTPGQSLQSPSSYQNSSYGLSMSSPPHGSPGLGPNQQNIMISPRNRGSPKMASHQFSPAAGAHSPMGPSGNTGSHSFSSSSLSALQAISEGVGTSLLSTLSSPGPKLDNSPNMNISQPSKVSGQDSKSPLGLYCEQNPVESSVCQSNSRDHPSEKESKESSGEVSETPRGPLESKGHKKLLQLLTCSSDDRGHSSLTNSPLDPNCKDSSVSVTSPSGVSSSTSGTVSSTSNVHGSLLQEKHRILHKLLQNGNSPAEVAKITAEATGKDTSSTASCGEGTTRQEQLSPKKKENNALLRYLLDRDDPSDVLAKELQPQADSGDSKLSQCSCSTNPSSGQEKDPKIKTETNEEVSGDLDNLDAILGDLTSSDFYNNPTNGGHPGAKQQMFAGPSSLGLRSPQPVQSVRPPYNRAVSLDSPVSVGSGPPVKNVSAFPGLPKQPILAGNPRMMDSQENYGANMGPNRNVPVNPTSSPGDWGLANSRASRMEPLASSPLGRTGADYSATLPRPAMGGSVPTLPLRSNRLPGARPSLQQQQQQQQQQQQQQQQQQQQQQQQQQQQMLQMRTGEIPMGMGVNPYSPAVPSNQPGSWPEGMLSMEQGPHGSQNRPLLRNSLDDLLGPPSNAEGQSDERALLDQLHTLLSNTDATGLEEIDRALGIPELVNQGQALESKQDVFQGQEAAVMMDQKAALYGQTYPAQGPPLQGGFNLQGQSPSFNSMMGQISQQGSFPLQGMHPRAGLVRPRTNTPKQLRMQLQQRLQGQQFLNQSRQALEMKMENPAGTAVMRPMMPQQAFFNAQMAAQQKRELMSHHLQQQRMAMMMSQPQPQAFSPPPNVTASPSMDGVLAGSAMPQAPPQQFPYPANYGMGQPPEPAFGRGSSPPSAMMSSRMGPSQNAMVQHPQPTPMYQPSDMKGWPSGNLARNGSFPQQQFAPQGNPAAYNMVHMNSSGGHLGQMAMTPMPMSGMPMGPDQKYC
# UBC9 SUMO inh: blocks human SUMOylation mediated by UBC9; P63279; 0.36% of 290,000 active; inhibition, % at 35 µM; HTRF SUMOylation assay, SAE1/SAE2 + UBC9, in vitro; in the data active = inhibition above about 50%, passing the limit was not always enough; note: strong numbers were not always called active
# HCV NS3 hel inh: blocks Hepatitis C virus NS3 helicase unwinding; NS3 helicase DNA unwinding, Cy5 molecular beacon fluorescence; 0.56% of 290,000 active; inhibition, % at 10.9 µM;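 active = inhibition above the mean of all tested compounds plus 3 SD, set per campaign, cut at about 35% in these data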;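 note: 0% = DMSO wells and 100% = thioflavine S control wells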
#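 Material: hepatitis C virus NS3 helicase domain fragment enzyme; measured by: Cy5 fluorescence, 0 and 60 min reads; control set: DMSO and thioflavine S; incubation: 60 min unwinding reaction at 25 °C after ATP addition; read-out basis: % inhibition from 60/0 min fluorescence ratio, DMSO 0%, thioflavine S 100%; repeats: singlicate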
# * hit, by the source's call; . = not tested or not shown. Some of the compounds tested; count on the stated rates, not on these rows.
compound,IDE cell activ,MEKK3 PB1 HTS,FID counter,IMP-1 inh,PHOSPHO1 inh,VIM-2 inh,p-CIP stab down,UBC9 SUMO inh,HCV NS3 hel inh
CCOC(=O)c1cnc(-n2nc(C)cc2C)nc1Nc1ccc(N(C)C)cc1,1,98,-7,-4.3,-6,26*,-9,4,-8
Cc1ccnc2c(N3C(=O)C4C5c6ccccc6C(c6ccccc65)C4C3=O)cccc12 (stereo unspecified),7,110,-31,-3.1,-5,-1.9,-10,13,-4
CCOC(=O)c1ccc(NC(=O)NC2CCN(CC(=O)NCc3ccc4c(c3)OCO4)CC2)cc1,5,99,9,-2.1,4,-4.5,-2,10,-10
CCCOc1ccc(C2C(C#N)=C(N)Oc3nc[nH]c(=O)c32)cc1OC (stereo unspecified),-1,99,2,-2.4,-10,-3.0,7,-4,-7
NC(=O)C1CCN(c2ccnc3cc(Cl)ccc23)CC1,-2,103,-3,-0.1,30,0.6,-9,14,-8
CN(C)c1cccc(C(=O)NC2CCCc3ccccc32)c1 (stereo unspecified),5,102,-17,-1.8,31,-1.3,-14,13,5
CC1(C)C=C2C(=NN(c3ccccc3)C(N)=C2C#N)CO1,-4,105,-6,-3.0,.,-1.3,6,7,4
O=C(NCc1ccco1)C1CCN(Cc2ccc(F)cc2)CC1,2,100,7,-2.5,-9,-0.6,0,-4,4
CC1S/C(=N/N=C/c2cccc([N+](=O)[O-])c2)NC1=O (stereo unspecified),-3,91,-1,-3.1,41,-4.6,-9,-6,-5
CCNS(=O)(=O)c1ccc(NC(=O)c2cncc(Br)c2)cc1,-1,89,4,-3.8,2,-4.2,3,-9,4
COc1ccc(CCN=C(N)NS(=O)(=O)c2ccc(C)c(C)c2)cc1,3,103,-24,-2.7,3,-2.9,1,6,-5
C(=N\Nc1nc2ccccc2s1)/c1ccc2c(c1)OCO2,3,100,9,1.1,-6,-0.6,0,6,6
O=C(c1cc2ccccc2oc1=O)N(c1ccccc1)C1C=CS(=O)(=O)C1 (stereo unspecified),-1,84,-1,-1.9,-6,-1.0,-10,7,-22
CCCCCCCC(O)CC(CC1CCCCC1)C(=O)NN (stereo unspecified),2,89,-7,-1.4,-19,1.6,-6,2,5
Cc1ccc(-c2c(C)nn3c(N4CCOCC4)cc(C)nc23)cc1,2,98,-31,0.5,44,3.2,0,-9,5
O=S(=O)(c1cccc(Br)c1)N1CCN(c2ccnc3cc(Cl)ccc23)CC1,-19,102,-12,-4.6,10,-0.8,-6,-8,-35
COc1ccc(C(C(=O)NC(C)(C)C)N(Cc2ccc(C)cc2)C(=O)CCC(=O)Nc2cc(C)on2)cc1 (stereo unspecified),4,105,-45,-1.4,19,-1.9,4,-20,-5
c1ccc(CN2CCC(N3CCC(N4CCCCCC4)CC3)CC2)cc1,4,106,14,-3.4,-1,-0.8,-8,19,-2
CCOc1ccc(N2CCc3c(C)nc(SC)nc32)cc1,4,108,-8,-2.1,32,2.0,-9,15,-13
CN(C)c1ccc(NC(N)=S)cc1,3,87,6,-9.7,-17,1.8,-11,-3,5
CC(C)c1ccc(NC(=S)N2CCN(Cc3ccccc3)CC2)cc1,-4,97,-10,-5.4,37,-3.6,-11,-4,-4
NC(=O)c1ccc(NC(=O)c2cccc(Oc3ccccc3)c2)cc1,2,98,-11,-2.6,-20,1.4,-8,26,-5
Cn1c(N)c(C(=O)COC(=O)CC(NC(=O)c2ccccc2Cl)c2ccccc2)c(=O)n(C)c1=O (stereo unspecified),1,102,-32,-1.8,37,0.1,11,-6,-3
CC(=O)Nc1nc(CC(C)C)cc(-c2ccccc2)c1C#N,2,88,-21,-1.3,-8,0.1,0,28,-3
O=C(CCCN1C(=O)c2cccc3cccc(c23)C1=O)Nc1nccs1,3,101,-1,-3.2,38,-2.4,0,0,8

# Single records, from the list above. Order of screens: IDE cell activ | MEKK3 PB1 HTS | FID counter | IMP-1 inh | PHOSPHO1 inh | VIM-2 inh | p-CIP stab down | UBC9 SUMO inh | HCV NS3 hel inh
# `CCCCCCCC(O)CC(CC1CCCCC1)C(=O)NN` (stereo unspecified) across the screens: 2 | 89 | -7 | -1.4 | -19 | 1.6 | -6 | 2 | 5
# `CC(C)c1ccc(NC(=S)N2CCN(Cc3ccccc3)CC2)cc1` across the screens: -4 | 97 | -10 | -5.4 | 37 | -3.6 | -11 | -4 | -4

# (list continues)
compound,IDE cell activ,MEKK3 PB1 HTS,FID counter,IMP-1 inh,PHOSPHO1 inh,VIM-2 inh,p-CIP stab down,UBC9 SUMO inh,HCV NS3 hel inh
CCC(Oc1ccccc1)C(=O)NCc1cccnc1 (stereo unspecified),3,112,-5,0.0,7,1.2,-7,14,3
Cc1cccc(N(C(=O)c2cnc3n(c2=O)CCS3)C2CCCCC2)c1,-1,87,-23,-3.1,2,-5.0,-5,8,12
Cc1cccc(C2(c3cccc(C)c3)OC(=O)c3ccccc32)c1,4,97,-13,-1.1,-7,-1.9,-17,3,5
O=C(O)CC(NC(=S)NCc1ccccc1)C(=O)O (stereo unspecified),-3,100,-12,-1.7,7,-3.2,3,2,18
O=C(NC1CC2CCCC(C1)N2Cc1ccc(F)cc1)c1ccc(F)cc1 (stereo unspecified),-6,101,4,-1.9,.,0.0,6,5,-8
Cc1ccc(C)c(OC(=O)c2ccncc2)c1,0,115,-5,-0.9,-1,-1.4,-1,17,-4
O=C(Nc1ccc2c(c1)OCO2)N1CCN(c2cccc(C(F)(F)F)c2)CC1,3,101,-15,-2.4,17,-0.8,2,4,-7
C=CCN1C=C2C(=O)C(C)(OC(=O)CC)C(=O)C=C2C=C1CCCC (stereo unspecified),5,104,.,.,26,.,3,-14,.
O=C(NNC1OC(CO)C(O)C(O)C1O)c1cccc(Br)c1 (stereo unspecified),8,92,-3,-1.3,-10,-1.3,2,11,-5
COc1ccccc1C1C=C(c2ccc(Cl)cc2)Nc2nc(NS(C)(=O)=O)nn21 (stereo unspecified),.,107,-30,-1.1,0,-1.3,-2,32,13
O=c1c2cc(-c3ccccc3)sc2nc2n1CCC2,.,96,-2,-1.3,38,-2.3,0,19,5
CSc1nc2cc(C)nn2c(-c2ccccc2)c1C#N,5,101,-1,-1.0,23,-1.8,-14,0,10
O=C(COc1ccccc1Cl)Nc1nnc(S(=O)(=O)N2CCCCCC2)s1,9,102,-19,-3.0,10,-1.8,-16,11,5
Nc1cccc(Oc2c(F)c(F)c(Oc3cccc(N)c3)c(F)c2F)c1,.,90,-21,-2.6,32,-1.8,-1,-17,-9
CC(C)c1ccc(NC(=O)C(c2ccccc2)N2CC(=O)Nc3ccccc32)cc1 (stereo unspecified),-4,67,-5,-1.0,-6,-0.5,-7,4,4
COc1ccc(-c2nn(-c3ccccc3)cc2C(N)=O)cc1OC,7,99,-10,0.2,20,3.8,4,13,5
COc1ccc(C2/C=C\CN(C(=O)Oc3ccccc3)CC(=O)N2Cc2ccc(F)cc2)cc1 (stereo unspecified),5,77,.,.,-4,.,7,-2,.
COc1cccc(-c2ccc(SCC(=O)NC3CCCCC3)nn2)c1,2,103,-37,-1.9,29,-0.1,5,1,1
COc1ccc(CCNC(=O)C2CCN(S(=O)(=O)c3cccc4cccnc34)CC2)cc1OC,-6,101,-46,-2.9,48,-3.7,-7,18,19
CCCCN1C(=O)N(C)C2C1N(C)C(=O)N2CCCC (stereo unspecified),-6,95,-4,-3.0,-1,-3.6,-2,8,1
CCC1=Nc2cc(C(=O)NCCCN3CCOCC3)ccc2Sc2ccc(Br)cc21,10,101,31,-2.0,44,-1.0,2,6,-74
CCOc1ccc(CNC(=O)Cn2ccc3cc(S(=O)(=O)N4CCCCCC4)ccc32)cc1,0,100,-30,-3.9,29,-4.2,-6,-18,18
CCCCN(C(=O)/C=C/c1ccc(OCC(C)C)c(OCC)c1)c1c(N)n(CCC)c(=O)[nH]c1=O,-1,75,-1,0.8,53,2.3,3,3,1
Cc1ccc(C)c(-c2csc(NC(=O)c3cnccn3)n2)c1,10,94,-3,-2.0,2,-1.5,8,2,1
O=c1c2cc(Br)ccc2nc(-c2ccc([N+](=O)[O-])cc2)n1O,2,100,-3,-3.5,49,-3.1,-8,12,-5

# Part of the list above, reduced to PHOSPHO1 inh:
SMILES | PHOSPHO1 inh
CCC(Oc1ccccc1)C(=O)NCc1cccnc1 (stereo unspecified) | 7
Cc1cccc(N(C(=O)c2cnc3n(c2=O)CCS3)C2CCCCC2)c1 | 2
Cc1cccc(C2(c3cccc(C)c3)OC(=O)c3ccccc32)c1 | -7

# Next section:
compound,IDE cell activ,MEKK3 PB1 HTS,FID counter,IMP-1 inh,PHOSPHO1 inh,VIM-2 inh,p-CIP stab down,UBC9 SUMO inh,HCV NS3 hel inh
Cc1cccc(OCC(=O)Nc2cccc(C(=O)Nc3ccccc3C(=O)O)c2)c1,3,107,-18,-4.1,-14,-4.0,4,7,31
COc1ccc(CCNC2CC(=O)N(CCc3ccccc3)C2=O)cc1OC (stereo unspecified),-2,104,-17,-3.7,-7,-2.1,-3,6,8
CCc1cccc(CC)c1NC(=O)c1cccc(S(=O)(=O)N2CCN(C)CC2)c1,-4,98,5,-3.6,20,-3.5,-10,-3,0
CCOC(=O)c1c(-c2ccc(C)s2)csc1N,-8,102,-8,1.8,-92,-2.0,-5,1,20
CCOC(=O)N1CCN(c2cccc(C)c2C)CC1,1,99,-2,-2.9,34,-2.4,-4,4,-5
Cc1cc(=O)c(C(=O)O)nn1-c1ccccc1[N+](=O)[O-],4,103,2,-3.2,11,-0.4,-9,5,-3
Cc1ccc(NC(=O)C2CC(=O)n3c(nc4ccccc43)N2)cc1Cl (stereo unspecified),-3,91,-3,-0.5,-4,-0.4,3,31,-6

# In a second layout: two of the compounds above
# Every second line gives: IDE cell activ	MEKK3 PB1 HTS	FID counter	IMP-1 inh	PHOSPHO1 inh	VIM-2 inh	p-CIP stab down	UBC9 SUMO inh	HCV NS3 hel inh
COc1ccc(CCNC2CC(=O)N(CCc3ccccc3)C2=O)cc1OC (stereo unspecified)
    -2	104	-17	-3.7	-7	-2.1	-3	6	8
CCc1cccc(CC)c1NC(=O)c1cccc(S(=O)(=O)N2CCN(C)CC2)c1
    -4	98	5	-3.6	20	-3.5	-10	-3	0

# Screening results: PubChem, several laboratories
